N370S GC: inhibits or activates N370S mutant glucocerebrosidase; P04062; N370S GC spleen homogenate, 4MU-glucoside fluorescence; Potency, µM (doses to about 59.4 µM), without a hit: at the highest dose activity change, negative = inhibition, actives largely listed as inhibitors; 330,000 tested, 0.092% active; AID 2101;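 note: 0% = full enzyme activity and -100% = no enzyme basal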
TDP1 inh: TDP1 (human) enzyme inhibition; 350,000 tested, 0.28% active; Q9NUW8; recombinant TDP1, AlphaScreen DNA substrate cleavage; Potency, µM (doses to about 130 µM), for the others: at the highest dose activity change, negative = inhibition, actives largely listed as inhibitors; note: nearly all actives have a fitted effect of over 40% in size
Target sequence (Q9NUW8 whole entry, looked up): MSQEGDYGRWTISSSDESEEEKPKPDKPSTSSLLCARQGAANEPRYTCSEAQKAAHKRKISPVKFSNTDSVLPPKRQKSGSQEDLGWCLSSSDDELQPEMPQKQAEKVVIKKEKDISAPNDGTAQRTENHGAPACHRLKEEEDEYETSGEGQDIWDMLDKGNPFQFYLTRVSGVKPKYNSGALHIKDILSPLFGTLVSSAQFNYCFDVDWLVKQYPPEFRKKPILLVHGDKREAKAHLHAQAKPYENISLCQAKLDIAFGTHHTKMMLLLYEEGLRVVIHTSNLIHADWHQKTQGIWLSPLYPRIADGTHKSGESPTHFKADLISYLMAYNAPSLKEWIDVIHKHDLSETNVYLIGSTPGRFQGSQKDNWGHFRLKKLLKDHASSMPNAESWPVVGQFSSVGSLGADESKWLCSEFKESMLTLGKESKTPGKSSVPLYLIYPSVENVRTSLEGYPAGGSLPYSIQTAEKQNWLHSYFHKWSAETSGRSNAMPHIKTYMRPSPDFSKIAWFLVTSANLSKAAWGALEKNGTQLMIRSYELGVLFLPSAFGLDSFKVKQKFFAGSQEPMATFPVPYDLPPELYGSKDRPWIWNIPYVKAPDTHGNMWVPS
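E. coli-derived human Tdp1, 1 nM final. Cpd preinc 15 min RT; substrate 15 nM final, 5 min RT; AS bead mix 10 ug/ml final, 10 min RT. Signal loss = tyrosine-FITC cleavage. No-enzyme wells = max signal.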
TDP1 cell noCPT: qHTS for Inhibitors of human tyrosyl-DNA phosphodiesterase 1 (TDP1): qHTS in cells in absence of CPT; DT40 Tdp1-/- hTDP1 cells, no CPT, ATP luminescence, 48 h; Potency, µM (top dose mostly 46.2 µM), for inactives: at the top dose activity change, negative = growth inhibition, usual class: inhibitors; 420,000 tested, 15% active; note: nearly all actives have a fitted effect of over 55% in size
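Growth of hTDP1-complemented DT40 Tdp1-knockout cells is measured by ATP luminescence after at least 48 hr compound exposure at 37 °C, with DMSO substituting for the 20 nM CPT used in the parallel screen.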
Starred values were filed as active, the others as inactive; u = inconclusive; x = not tested or not shown; & = joins results of further samples; [ ] = remark or other dose. Calls come from the whole dose curve; as a rule, active = well fitted curve in the direction sought with a large enough effect; inconclusive = small, poorly fitted or top-dose-only effect, or another doubt; inactive = no such curve, though single readings can be large; an effect the other way counts as inactive or inconclusive. Unless noted, % is set by controls: 0 for no effect and ±100 for the full control effect; potency is the fitted concentration of half-maximal effect. The list is partial. The share of hits here may be higher or lower than overall.

SMILES	N370S GC	TDP1 inh	TDP1 cell noCPT
COc1ccc(-n2nc(C(=O)NCC(=O)N3CCCC(C)C3)c3ccccc3c2=O)cc1 (stereo not drawn)	-14%	3%	21µM*
CC(C)NC(=O)Cn1c(SCC(=O)N2CCCc3ccccc32)nc2ccccc21	16%	4%	-9%
Cc1cccc(CCN2C(Nc3ccccc3)=NC[C@@H]2C)c1	-12%	-5%	u
COc1ccc(Br)cc1C(=O)Nc1ccc(O)cc1	6%	2%	-7%
CCc1ccccc1NC(=O)CC1CS(=O)(=O)CC1CC(=O)Nc1ccccc1CC (stereo not drawn)	-12%	3%	-21%
Cn1cc(-c2nc3cnc(Oc4ccccc4)nc3n(Cc3cccs3)c2=O)c2ccccc21	5%	x	-4%
CCCC12CN3CC(CCC)(CN(C1)C3c1ccccc1)C2=O (stereo not drawn)	x	5%	u
COC(=O)c1ccc(OCc2nc(N)nc(N3CCOCC3)n2)cc1	12%	3%	-7%
CCc1cccc2c(=O)c(C(=O)N3CCCCCC3)c[nH]c12	9%	11%	-16%
Nc1nc(Sc2c([N+](=O)[O-])cc(C(F)(F)F)cc2[N+](=O)[O-])n[nH]1	-5%	0%	21µM*
CC[C@]12c3[nH]c4ccc(Cl)cc4c3CCN1C(=O)[C@@H](CC(=O)NCC13CC4CC(CC(C4)C1)C3)C[C@@H]2C(=O)N1CCN(C(=O)C2CC2)CC1	x	3%[56.1 µM]	3.3µM*
Cc1nn(CC(=O)Nc2ccc(C(C)C)cc2)c(=O)c2c(C)n(-c3ccc(Cl)cc3)nc12	x	-8%	u
Cc1cc(C)c(S(C)(=O)=O)c(Oc2ccc(C(C)(C)C)cc2)n1	11%	3%	-24%
COc1ccc(CN(Cc2ccco2)C(=O)COc2ccccc2OC)cc1	x	0%	18µM*
COc1ccc(CNC(=O)C2CC(=O)N(C3CCCCC3)C2)cc1 (stereo not drawn)	3%	5%[56.1 µM]	23%
COc1ccc(C(CNC(=O)CNC(=O)c2cc(OC)c(OC)c(OC)c2)N2CCOCC2)cc1 (stereo not drawn)	1%	7%	10%
NC(=O)NC(c1ccccc1)c1ccccc1F (stereo not drawn)	6%	5%	-15%
COC(=O)C/C=C\[C@@H](C)[C@@H](/C=N\O[C@@H](C)c1cn([C@H](CO)Cc2ccccc2)nn1)NS(=O)(=O)c1ccc(C)cc1	-3%&-1%[12.8 µM]	5%&5%[21 µM]	x
O=c1nc2ccccn2c2ccc(S(=O)(=O)N3CCCCC3)cc12	u	-19%	-28%
COC(=O)c1oc2nc(C)cc(C)c2c1N	5%	-2%	1%

Seven structures out of the list, sorted by number of heavy atoms, highest first:
SMILES	N370S GC	TDP1 inh	TDP1 cell noCPT
COc1ccc(C(CNC(=O)CNC(=O)c2cc(OC)c(OC)c(OC)c2)N2CCOCC2)cc1 (stereo not drawn)	1%	7%	10%
Cn1cc(-c2nc3cnc(Oc4ccccc4)nc3n(Cc3cccs3)c2=O)c2ccccc21	5%	x	-4%
CCc1ccccc1NC(=O)CC1CS(=O)(=O)CC1CC(=O)Nc1ccccc1CC (stereo not drawn)	-12%	3%	-21%
COc1ccc(CN(Cc2ccco2)C(=O)COc2ccccc2OC)cc1	x	0%	18µM*
Cc1cccc(CCN2C(Nc3ccccc3)=NC[C@@H]2C)c1	-12%	-5%	u
COc1ccc(Br)cc1C(=O)Nc1ccc(O)cc1	6%	2%	-7%
COC(=O)c1oc2nc(C)cc(C)c2c1N	5%	-2%	1%

The listing continues:
SMILES	N370S GC	TDP1 inh	TDP1 cell noCPT
Cc1ccccc1NS(=O)(=O)c1ccc(C(=O)NCC2CCCO2)cc1 (stereo not drawn)	-9%	2%[0.505 µM]	-16%
Cc1cc(C)cc(NC(=S)Nc2cccc3ccccc23)c1	1%	-1%	-24%
Cc1[nH][nH]c(=O)c1C=NCc1cccc(C(F)(F)F)c1	-3%	-4%	-8%
COc1ccccc1C(=O)Nc1nnc(-c2ccco2)s1	19%	50µM*	-24%
CCN(CC)CCC(c1cc(OC)c(OC)c(OC)c1)c1c(OC)cc(OC)c2c1OC(=O)CC2c1ccc(N(C)C)cc1 (stereo not drawn)	-11%	16%	x
COc1ccc(C(=O)c2ccc(OC)c(Br)c2)cc1Br	-9%	3%	21µM*
CCCN(C(=O)Cn1ncc2c([nH]c3ccccc32)c1=O)c1ccc(F)cc1	x	7%	u
Cc1ccnc(NC(=O)c2cccc(S(=O)(=O)N3CCCC3)c2)c1	1%	1%	15%
Cc1ccc(Cn2c(NCCc3ccccc3)nc3c2c(=O)n(C)c(=O)n3C)cc1	15%	9%	8.2µM*
CCN1CC(CN(C)Cc2cn(-c3ccc(C)cc3)nc2-c2cccc(C)c2)CC1=O (stereo not drawn)	-13%	-3%	15µM*
O=C(CC(=O)c1cc(Cl)ccc1O)c1ccccc1	9%	7%	4.6µM*
CC(C)C1CC(CCNCc2ccc(N(C)C)cc2)(c2ccccc2)CCO1 (stereo not drawn)	-11%	6%	7.3µM*
COC(=O)C1CN(C(=O)COc2ccc(C)cc2)c2ccccc2O1 (stereo not drawn)	0%	x	3%
CCC(=O)N(CC(=O)Nc1sc(C)c(C)c1C(N)=O)C1CCCCC1	2%	-3%	u
N#Cc1c(SC(C(=O)O)c2ccccc2)nc2c(c1-c1cccs1)CCCC2 (stereo not drawn)	17%	x	-11%
COc1ccc(C)cc1S(=O)(=O)Nc1cccc(-c2ccc(N3CCC(C)CC3)nn2)c1	x	2%	u
CC(Nc1cc(=O)n(C)c(=O)[nH]1)c1ccccc1 (stereo not drawn)	3%	0%	-20%
Cc1ccc(C)c(NS(=O)(=O)c2c(C)ccc3nsnc23)c1	10%[2.35 µM]	7%	u
CCOc1ccc(NC(=O)/C(C#N)=C/c2ccc(N3CCCC3)c(C)c2)cc1	15%	2%	u
CCOc1ccc(-c2nc(C#N)c(NC3CC3)o2)cc1	6%	-8%	u
CC(C)(C)N=C1SCC(C)(/C=N/O)S1 (stereo not drawn)	1%	2%	-21%
CSc1sc(C)cc1/C=N/O	-3%	0%	-29%
CC(C)(C)NC(=O)CN(Cc1cccs1)C(=O)c1csnn1	2%	3%	-1%
O=C(NNc1ccccc1Br)C(O)(c1cccc(C(F)(F)F)c1)c1cccc(C(F)(F)F)c1	-13%	5%	15µM*
O=C(COc1ccccc1)NC1CCSc2ccccc21 (stereo not drawn)	17%	-14%	-30%
CCOC(=O)c1ccc(NC(=O)/C(C#N)=C/c2ccc(OC)cc2)cc1	x	6%[12.3 µM]	u
COc1ccc(-n2ncc3c(SCC(=O)NNC(C)=O)ncnc32)cc1	-9%	x	-28%
Cc1cc(=O)[nH]c(NCCO)n1	3%	-8%	2%
O=C(N/N=C/c1sc(=O)n(Cc2ccc(Br)cc2)c1Cl)c1ccco1	-14%	40µM*	u
COc1ccc(CNC(=O)C(C)Sc2ccc(S(=O)(=O)N3CCOCC3)cn2)cc1 (stereo not drawn)	-17%	-4%	-5%
O=C(CSc1ncn[nH]1)N/N=C/c1ccc(C(F)(F)F)cc1	-6%	2%	16%
CCCNc1ccc(C(=O)OCC)cc1[N+](=O)[O-]	u	5%	-23%
Cc1ccc2[nH]c(C(=O)N3CCC(C(N)=O)CC3)cc2c1	-3%	x	15%
COc1ccc(/C=N/NC(=O)c2cccnc2)cc1CN1CCc2cc(OC)c(OC)cc2C1C (stereo not drawn)	0%	1%	-19%
O=C(Oc1cccc2cccnc12)c1cccc(N2C(=O)C3C4CCC(C4)C3C2=O)c1 (stereo not drawn)	-1%	0%	4.6µM*
CC1(C)COC2(OC1)C(=O)Nc1ccccc12	3%	-5%	-11%
COc1ccc(N(CC(=O)N2CCN(C)CC2)S(=O)(=O)c2ccccc2)cc1OC	6%	-4%	-3%
O=C(CNS(=O)(=O)c1cccc(Br)c1)NCC1CCCCC1	-1%	x	-12%
C=CCNC(=S)N1CCN(CCN=Cc2c(C)[nH]n(-c3ccc([N+](=O)[O-])cc3)c2=O)CC1	-20%	0%	u
COc1cccc(CNC(=O)C2CCN(S(=O)(=O)c3ccc(C)cc3)CC2)c1	-10%	x	-24%

Overlap with the part before: 5 entries, then new ones.
SMILES	N370S GC	TDP1 inh	TDP1 cell noCPT
CC1(C)COC2(OC1)C(=O)Nc1ccccc12	3%	-5%	-11%
COc1ccc(N(CC(=O)N2CCN(C)CC2)S(=O)(=O)c2ccccc2)cc1OC	6%	-4%	-3%
O=C(CNS(=O)(=O)c1cccc(Br)c1)NCC1CCCCC1	-1%	x	-12%
C=CCNC(=S)N1CCN(CCN=Cc2c(C)[nH]n(-c3ccc([N+](=O)[O-])cc3)c2=O)CC1	-20%	0%	u
COc1cccc(CNC(=O)C2CCN(S(=O)(=O)c3ccc(C)cc3)CC2)c1	-10%	x	-24%
Cc1cccc(N(C(=O)c2ccc(CN3CCOCC3)o2)C(C(=O)NC2CCCCC2)c2ccc(F)cc2)c1 (stereo not drawn)	-5%	2%	-16%
CC(C)(C)c1ccc(S(=O)(=O)NCc2ccccn2)cc1	-10%	x	u
COc1ccc(C)cc1NC(=O)C(Sc1nnc(-c2cccs2)o1)c1ccccc1 (stereo not drawn)	u	6%	-7%
O=c1c(-c2ccc(F)cc2)nc2cnc(N3CCOCC3)nc2n1Cc1ccc(F)cc1	-1%	x	2%
Nc1ccc2nc(CCCO)[nH]c2c1	0%	-2%	-5%
CCOC(=O)C(C)n1cnc2c(nnn2-c2cccc(Cl)c2)c1=O (stereo not drawn)	-10%	5%	-15%
Cc1cc(-c2nnc(CCC(=O)N(CC3CC3)CC3CCCO3)o2)no1 (stereo not drawn)	-2%	x	-2%
COc1ccc2cc(-c3ccon3)ccc2c1	0%	x	2%
O=C(Nc1cccc2c1CCCC2)C1CCN(c2nnnn2-c2ccccc2)CC1	-1%	3%	16µM*
CCN1C(C(=O)c2ccccc2)=C(OC(=O)c2ccc(Cl)cc2)c2ccccc2S1(=O)=O	x	7%	23µM*
CN(c1c[nH]c(=O)[nH]c1=O)C1CCCCC1	-6%	1%	-12%
COc1cccc(N(CC(=O)NC(C)(C)C)C(=O)C2CSC(=O)C2)c1 (stereo not drawn)	0%	-4%	-8%
Cc1ccc(OCC(=O)NCCC2=CCCCC2)cc1	-15%	-1%	2%
Cc1cccc(Nc2ncnc3c2cnn3C)c1	0%	-1%	-10%
Cc1ccc(S(=O)(=O)c2c(C)cc(C)nc2N2CCCC2)cc1	2%	-3%	u
CC(C)N1CC2=C(C1=O)C(c1ccc(O)cc1)NC(=O)N2C (stereo not drawn)	20%	3%	3%
COc1ccc(C(=O)NCC(c2ccc(N(C)C)cc2)N2CCc3ccccc32)c(OC)c1 (stereo not drawn)	x	-4%	21µM*
CC1(C)CC(=O)/C(=C(/O)Cc2ccccc2)C(=NCCc2ccccc2)C1	8%	0%	5%
Cc1cc(C(F)(F)F)cc(NNC(=O)NC(=O)c2c(F)cccc2Cl)n1	5%	9%	-14%
CCOC(=O)c1c(C)[nH]c(C)c1S(=O)(=O)N(C)CC(=O)Nc1ccc(C)cc1Br	x	5%	u
CCCC(c1nnnn1Cc1ccc2c(c1)OCO2)N1CCC(C(N)=O)CC1 (stereo not drawn)	-12%	0%	u
CCCCn1c(N)c(N(CC)C(=O)c2ccco2)c(=O)[nH]c1=O	x	0%	-2%
COc1c(Br)cc(Br)cc1/C=N/NC(=O)c1cccnc1	-4%	x	u
CC1=C(C(=O)OCc2ccccc2)C(c2ccco2)C2=C(CC(C)(C)CC2=O)N1 (stereo not drawn)	5%	2%	u
COc1ccc(C)cc1NC(=O)CN1CCN(c2ccc(F)cc2)CC1	3%	3%	23µM*
COC(=O)Cc1[nH]nc2c1C(c1cccc(OC)c1OC)C(C#N)=C(N)O2 (stereo not drawn)	11%	-5%	0%
CCN(CCNC(=O)c1cccc(N2CCCC2=O)c1)c1ccccc1	-1%	1%	-15%
COc1ccccc1C(=O)NC(=S)Nc1ccc(N2CCCC2)cc1	1%	4%	-26%
Cc1ccccc1NC(=O)C1c2cccc[n+]2CC(=O)N1c1c(C)cccc1C (stereo not drawn)	-4%	9%	-53%

Screening results (PubChem BioAssay)
